IL1B secr inh = inhibitors of inflammasome signaling (IL-1 beta secretion) | THP-1 LPS/ATP IL-1B secretion, AlphaLISA, 16 h; active compounds read low | activity change, % at 57.5 µM | 360,000 compounds, 4.7% hits | AID 743279; in the data active means activity change below about -50%; inconclusive means mostly about -30% to -49%; further: on the % scale 0 is the no-effect control and ±100 the full control effect
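THP-1 cells pretreated 1 hr with compounds (up to 57.5 uM final), then stimulated with LPS (250 ng/mL final) plus ATP (1.25 mM final); secreted IL-1B measured by AlphaLISA after 16 hr, decreased signal indicating inhibition.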
KB-3-1 tox = KB-3-1 parental cell cytotoxicity | AID 1347075 | 400,000 compounds, 1.4% hits | Potency, µM (top dose mostly 46.1 µM), for the others: top-dose activity change, negative = cytotoxic, usual class: cytotoxic | KB-3-1 viability, CellTiter-Glo ATP luminescence, 72 h; further: potency means the concentration at half of the fitted maximal effect; on the % scale 0 is the no-effect control and ±100 the full control effect; nearly all actives have a fitted effect of over 60% in size
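Using CellTiter-Glo luminescence, growth of non-resistant KB-3-1 adenocarcinoma cells is assessed 72 h after pin-tool compound addition at 37 °C. Normalized responses across the concentration series yield fitted curves.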
HepG2 viability = HepG2 cytotoxicity, counter-screen for TGF-b inhibitors | HepG2 CAGA-GFP viability, ATP luminescence, 18 h | Potency, µM (doses to about 46.1 µM), for inactives: top-dose activity change, negative = cytotoxicity, usual class: cytotoxic | 410,000 compounds, 0.76% hits; further: potency means the concentration at half of the fitted maximal effect; some results filed as inactive show a strong effect at the top dose
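CellTiter-Glo luminescence gave cytotoxicity after 18 hours at 37 degrees C. The cells were HepG2 CAGA-GFP in 1% FBS DMEM, stimulated with 500 pg/mL TGF-beta after compound addition. %Activity was normalised to no-cell wells (complete cell-killing) and DMSO (no toxicity), and curves were fitted and classified.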
HT1080NT lethal = kills 2HG-producing HT-1080-NT fibrosarcoma cells; HT-1080-NT fibrosarcoma viability, CellTiter-Glo ATP luminescence, 48 h; Potency, µM (titrated, usually from 46.1 µM), for the others: at the top dose activity, negative = less viability, hits mostly cytotoxic; 360,000 compounds, 1.6% hits;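 further: NT is the 2HG producing partner of a matched IDH1 knockdown line; potency means the concentration at half of the fitted maximal effect; 0% = DMSO-treated cells and -100% = media-only wells without cells; nearly all actives have a fitted effect of over 55% in size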
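Read-out is CellTiter-Glo luminescence after 10 minutes at room temperature, following 48 hours' compound treatment of HT-1080-NT cells (750 cells/well, RPMI, 5% FBS, 37 degrees C).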
MCF10A rerep = inducers of DNA re-replication in MCF 10A breast cells | MCF 10A DNA re-replication, Hoechst nuclear intensity, 48 h | Potency, µM (doses to about 46.1 µM), inactives show at the highest dose activity, positive = re-replication, usual class: activators | 350,000 compounds, 2.9% hits | AID 624296; further: potency means the concentration at half of the fitted maximal effect; % of control where 0% means no effect; nearly all actives have a fitted effect of over 50% in size
HT1080 IDH1KD tx = kills HT-1080 cells with IDH1 knockdown | HT-1080 IDH1 knockdown viability, ATP luminescence, 48 h | Potency, µM (highest dose often 46.1 µM), for inactives: top-dose activity, negative = toxicity, actives largely listed as cytotoxic | 360,000 compounds, 2% hits | AID 686971;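 further: potency means the concentration at half of the fitted maximal effect; 0% = DMSO wells and -100% = cell-free medium wells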
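HT-1080-IDH1KD cells (IDH1 knocked down), 750/well in RPMI with 5% FBS, treated with compound 48 h at 37 degrees C. Viability by CellTiter-Glo luminescence, normalised to DMSO and no-cell wells; concentration-response curves classed.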
SW480 rereplic = DNA re-replication induction in SW480 cells | AID 624297 | Potency, µM (titrated, usually from 46.1 µM), without a hit: top-dose re-replication activation, actives largely listed as activators | 340,000 compounds, 1.8% hits | SW480 DNA re-replication, Hoechst DNA content imaging, 48 h; further: potency means the concentration at half of the fitted maximal effect; % of control where 0% means no effect; nearly all actives have a fitted effect of over 55% in size
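DNA re-replication was detected as more nuclei of elevated Hoechst intensity after 48 hr exposure to compound (23 nL pinned per well of 250 cells).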
ATXN2 expr inh = reduces ATXN2 reporter expression in HEK-293 cells. HEK-293 ATXN2-luciferase reporter, luminescence, 24 h. Potency, µM (titrated, usually from 57 µM), for inactives: at the highest dose activity change, negative = inhibition, hits mostly inhibitors. 360,000 compounds, 0.72% hits; further: potency means the concentration at half of the fitted maximal effect; on the % scale 0 is the no-effect control and ±100 the full control effect; nearly all actives have a fitted effect of over 55% in size
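qHTS (up to 57 uM final) was run with 24 h compound exposure of reporter cells at 37 °C. Each well was multiplexed: SteadyGlo luminescence measured ATXN2-luciferase expression after a fluorogenic Gly-Phe-AFC viability readout (25 uM final).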
S2 tox = reduces viability in counter-screen for ATXN expression inhibitors; S2 cells (HEK-293 line with an ATXN2-luciferase reporter) viability, CellTiter-Fluor protease fluorescence, 24 h; Potency, µM (top dose mostly 56.7 µM), hits mostly cytotoxic; 400,000 compounds, 0.49% hits; AID 651635; further: potency means the concentration at half of the fitted maximal effect; nearly all actives have a fitted effect of over 40% in size
* = called active by the depositor; [ ] = another dose, or the depositor's remark. Unless noted, the call rests on the fitted dose curve; in most records, active means well fitted curve in the direction sought with a large enough effect; inconclusive means small, poorly fitted or top-dose-only effect, or another doubt; inactive means no such curve, though single readings can be large; an effect the other way counts as inactive or inconclusive.

Screening O=C(NCc1ccc2c(c1)OCO2)c1cc2ncc(Br)cn2n1 returned IL1B secr inh 0, KB-3-1 tox 2%, HepG2 viability -11%, HT1080NT lethal -5%, MCF10A rerep -3%, HT1080 IDH1KD tx -1%, SW480 rereplic -5%, ATXN2 expr inh 0% and S2 tox inactive.
`C/C(=N\NS(=O)(=O)c1ccc(Cl)cc1)c1ccc(O)cc1` gave IL1B secr inh 9, KB-3-1 tox 6%, HepG2 viability -21%, HT1080NT lethal 0%, MCF10A rerep -3%, HT1080 IDH1KD tx 4%, SW480 rereplic 0%, ATXN2 expr inh 6% and S2 tox inactive.
COc1cccc(Cn2cnc3c(NS(=O)(=O)c4cccc(Cl)c4Cl)c(C)c(C)cc32)c1 was read as IL1B secr inh inconclusive, KB-3-1 tox inconclusive, HepG2 viability -14%, HT1080NT lethal -1%, MCF10A rerep 18%, HT1080 IDH1KD tx -27%, SW480 rereplic -4%, ATXN2 expr inh inconclusive and S2 tox inactive.
For CCC(=O)N(Cc1c(C)nn(-c2ccccc2)c1Cl)c1ccc(Cl)cc1 the results were IL1B secr inh -24, KB-3-1 tox -12%, HepG2 viability 1%, HT1080NT lethal 6%, MCF10A rerep inconclusive, HT1080 IDH1KD tx 2%, SW480 rereplic -4%, ATXN2 expr inh -30% and S2 tox inactive.
Screening COc1ccc(S(=O)(=O)N2CCN(C(=O)c3sccc3-c3ccccc3)CC2)cc1 returned IL1B secr inh 3, KB-3-1 tox -8%, HepG2 viability -4%, HT1080NT lethal 2%, MCF10A rerep 2%, HT1080 IDH1KD tx 1%, SW480 rereplic 1%, ATXN2 expr inh 15% and S2 tox inactive.
Screening COc1cccc(N(C(=O)c2snc(C(N)=O)c2N)C(C(=O)NCC2CCCO2)c2ccc(C)o2)c1 (stereo unspecified) returned IL1B secr inh -4, KB-3-1 tox 10%, HepG2 viability 5%, HT1080NT lethal 7%, MCF10A rerep -3%, HT1080 IDH1KD tx 14%, SW480 rereplic -2%, ATXN2 expr inh -14% and S2 tox inactive.
For O=C(c1ccc(Cl)cc1)[C@@H]1[C@@H]2C(=O)N(c3ccccc3)C(=O)[C@@H]2C2c3ccccc3C=NN21 (stereo partly specified) the results were IL1B secr inh 3, KB-3-1 tox -14%, HepG2 viability -6%, HT1080NT lethal -26%, MCF10A rerep inconclusive, HT1080 IDH1KD tx -22%, SW480 rereplic 0%, ATXN2 expr inh -1% and S2 tox inactive.
COc1ccc(C(=O)CC(c2ccccc2)C2CCCCC2=O)cc1 (stereo unspecified) was read as IL1B secr inh -6, KB-3-1 tox 3%, HepG2 viability -7%, HT1080NT lethal 0%, MCF10A rerep -9%, HT1080 IDH1KD tx -1%, SW480 rereplic inconclusive, ATXN2 expr inh 3% and S2 tox inactive.
For CCN(CC)CCNC(=O)c1ccc(NC(=O)c2cccc(S(=O)(=O)Nc3ccc(C)cc3)c2)cc1 the results were IL1B secr inh 17, KB-3-1 tox -1%, HepG2 viability -18%, HT1080NT lethal -19%, MCF10A rerep inconclusive, HT1080 IDH1KD tx 1%, SW480 rereplic -70%[inhibitor] and S2 tox inactive.
`CCOc1ccc(-c2c(=O)n(OCc3ccc([N+](=O)[O-])cc3)c3ccccc3[n+]2[O-])c(OCC)c1` gave IL1B secr inh 19, KB-3-1 tox 25%, HepG2 viability 0%, HT1080NT lethal 27%, MCF10A rerep 3%, HT1080 IDH1KD tx 16%, SW480 rereplic 21%, ATXN2 expr inh 1% and S2 tox inactive.
Screening O=C(CNC1CCCC1)Nc1ccc(N2CCCCCC2)cc1 returned IL1B secr inh -19, KB-3-1 tox 2%, HepG2 viability -14%, HT1080NT lethal -29%, MCF10A rerep inconclusive, HT1080 IDH1KD tx inconclusive, SW480 rereplic 6%, ATXN2 expr inh -29% and S2 tox inconclusive.
Screening Cc1ccccc1-c1nc2cc(NC(=O)c3cccc(OCCC(C)C)c3)ccc2o1 returned KB-3-1 tox 0%, HepG2 viability 2%, ATXN2 expr inh -20% and S2 tox inactive.
Screening CCN(CC)c1ccc(NC(=O)c2cccnc2)cc1 returned IL1B secr inh -2, KB-3-1 tox inconclusive, HepG2 viability -1%, HT1080NT lethal -8%, MCF10A rerep 9%, HT1080 IDH1KD tx -5%, SW480 rereplic 16%, ATXN2 expr inh 47%[activator] and S2 tox inactive.
Screening COc1cc([N+](=O)[O-])ccc1NC(=O)CN1CCN(C(=O)c2ccco2)CC1 returned IL1B secr inh 88, KB-3-1 tox 10%, HepG2 viability -3%, HT1080NT lethal -4%, MCF10A rerep -5%, HT1080 IDH1KD tx -10%, SW480 rereplic -6%, ATXN2 expr inh -24% and S2 tox inactive.
For CCOC(=O)c1c(NC(=O)c2cc(-c3ccc(Br)cc3)on2)sc(C(C)=O)c1C the results were KB-3-1 tox 13%, HepG2 viability -6%, ATXN2 expr inh 1% and S2 tox inactive.
Screening CC(=O)N1CCc2c(sc3c2c(=O)n(-c2ccc(C)cc2)c(=O)n3Cc2c(F)cccc2Cl)C1 returned KB-3-1 tox 1%, HepG2 viability -6%, ATXN2 expr inh -7% and S2 tox inactive.
For COc1ccc(N/C(=N/c2nc(C)cc(C)n2)NC(=O)Nc2ccc(Cl)c(Cl)c2)c(OC)c1 the results were IL1B secr inh 7, KB-3-1 tox 2%, HepG2 viability -16%, HT1080NT lethal 2%, MCF10A rerep -1%, HT1080 IDH1KD tx 1%, SW480 rereplic -3%, ATXN2 expr inh 7% and S2 tox inactive.
`Cn1c(SCc2cc([N+](=O)[O-])cc3c2OCOC3)nnc1-c1ccccn1` gave IL1B secr inh 2, KB-3-1 tox -1%, HepG2 viability -7%, HT1080NT lethal 14%, MCF10A rerep inconclusive, HT1080 IDH1KD tx 3%, SW480 rereplic -6%, ATXN2 expr inh -13% and S2 tox inactive.
COc1ccc(-n2ccsc2=S)cc1 was read as IL1B secr inh 6, KB-3-1 tox 0%, HepG2 viability 0%, HT1080NT lethal 2%, MCF10A rerep -3%, HT1080 IDH1KD tx inconclusive, SW480 rereplic -11%, ATXN2 expr inh 4% and S2 tox inactive.
`CN(C(=O)COc1ccc([N+](=O)[O-])cc1)C1CCS(=O)(=O)C1` (stereo unspecified) gave IL1B secr inh 45, KB-3-1 tox 6%, HepG2 viability -1%, HT1080NT lethal 1%, MCF10A rerep 3%, HT1080 IDH1KD tx 6%, SW480 rereplic -15%, ATXN2 expr inh -7% and S2 tox inactive.
`c1ccc(C(c2ccccc2)c2noc(CN3CCC(c4ccncc4)CC3)n2)cc1` gave IL1B secr inh -17, KB-3-1 tox -3%, HepG2 viability -5%, HT1080NT lethal -13%, MCF10A rerep 13%, HT1080 IDH1KD tx -14%, SW480 rereplic 39%, ATXN2 expr inh -14% and S2 tox inactive.
Screening CCN1CCN(CC(=O)Nc2sc3c(c2C#N)CCC3)CC1 returned IL1B secr inh -13, KB-3-1 tox 17%, HepG2 viability -15%, HT1080NT lethal 11%, MCF10A rerep 21%, HT1080 IDH1KD tx 14%, SW480 rereplic -1%, ATXN2 expr inh -11% and S2 tox inactive.
For C[C@H](CO)N1C[C@H](C)[C@@H](CN(C)Cc2ccc3c(c2)OCO3)Oc2c(NS(=O)(=O)c3cn(C)cn3)cccc2C1=O the results were IL1B secr inh 1, KB-3-1 tox 1%, HepG2 viability 3%, HT1080NT lethal 0%, MCF10A rerep 0%, HT1080 IDH1KD tx 14%, SW480 rereplic 5%, ATXN2 expr inh 8% and S2 tox inactive.
Screening O=C(c1ccsc1)N1CCN(C(=O)c2cccs2)CC1 returned IL1B secr inh -20, KB-3-1 tox -4%, HepG2 viability -23%, HT1080NT lethal 11%, MCF10A rerep 2%, HT1080 IDH1KD tx 12%, SW480 rereplic -15%, ATXN2 expr inh 13% and S2 tox inactive.
Cc1ccc(S(=O)(=O)N(Cc2ccccc2)c2ccccc2C(=O)N2CCCCC2)cc1 was read as IL1B secr inh 5, KB-3-1 tox -21%, HepG2 viability -1%, HT1080NT lethal inconclusive, MCF10A rerep inconclusive, HT1080 IDH1KD tx inconclusive, SW480 rereplic 18µM* and ATXN2 expr inh inconclusive.
`CCn1cc(C(=O)NCc2cccs2)c(=O)c2ccc(C)nc21` gave IL1B secr inh -10, KB-3-1 tox 12%, HepG2 viability 1%, HT1080NT lethal 10%, MCF10A rerep 6%, HT1080 IDH1KD tx 10%, SW480 rereplic -4%, ATXN2 expr inh 0% and S2 tox inactive.
For Cc1ccc(NC(=O)N/C=C/c2ccco2)cc1C the results were IL1B secr inh -15, KB-3-1 tox 6%, HepG2 viability 4%, HT1080NT lethal 6%, MCF10A rerep 6%, HT1080 IDH1KD tx 1%, SW480 rereplic -10%, ATXN2 expr inh 11% and S2 tox inactive.
For CCOC(=O)/C(=N/Nc1ccc(Cl)cc1)S(=O)(=O)c1ccc(Cl)cc1 the results were IL1B secr inh 5, KB-3-1 tox 11%, HepG2 viability -5%, HT1080NT lethal 8%, MCF10A rerep -4%, HT1080 IDH1KD tx -6%, SW480 rereplic -11%, ATXN2 expr inh 7% and S2 tox inactive.
For C[C@@H]1CC=C[C@H]2[C@H]1C(=O)N(Cc1ccccc1)[C@H]2c1ccc(F)c(-c2ccc(N(C)C)cc2)c1 the results were IL1B secr inh -1, KB-3-1 tox -5%, HepG2 viability -8%, HT1080NT lethal inconclusive, MCF10A rerep 2%, HT1080 IDH1KD tx -27%, SW480 rereplic -5%[9.22 µM], ATXN2 expr inh -10% and S2 tox inactive.
